Bioassay records deposited in PubChem by National Center for Advancing Translational Sciences (NCATS).
S3 lipid droplet = qHTS Assay for Lipid Storage Modulators in Drosophila S3 Cells; Drosophila S3 cells, BODIPY lipid droplet fluorescence, 18-24 h; cells fed with added oleic acid; AID 2685; hit rate 0.64% among 320,000; Potency in µM for hits, for the others lipid storage change, negative = inhibition, % at the top dose, mostly 46.1 µM; active means well fitted inhibition curve with a large enough effect in the signal ratio, with a control signal flat, not every such curve was filed as active; inconclusive means small, poorly fitted or top-dose-only effect, or effect the other way, or a change in a side signal; the % refers to the signal ratio
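Drosophila S3 cells loaded with oleic acid (400 uM, as added) and compounds at several concentrations; lipid droplets imaged by 488-nm laser-scanning cytometry, 500–530 nm intensity and object ratio to cell channel. Percent activity normalized to 20 uM Triacsin C.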
S3 lipid droplet cell count max = second read-out of S3 lipid droplet, no call of its own (marks repeat the call); cell number change, %; measured here: cell count max response;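 cells counted by Cell Tracker Red CMTPX staining in the red channel; peak over a dose series mostly up to 46.1 µM; percent activity relative to internal control wells on each plate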
* marks the source's active call; other numbers are inactive results; i = inactive; ? = inconclusive; . = not tested or not shown. On the % scale 0 is the no-effect control and ±100 the full control effect; potency means the concentration at half of the fitted maximal effect. These rows are one share of the data; rates above refer to the full screens.

SMILES	S3 lipid droplet	S3 lipid droplet cell count max
COCc1c(Br)c(C)nc(OCC(=O)N/N=C/c2cc(C)n(-c3ccc([N+](=O)[O-])cc3)c2C)c1C#N	12%	5
CCCCCOC(=O)Cc1c(C)nc(-c2ccccc2)[nH]c1=O	14%	-14
CCCC(=O)N1CCN(c2ccc(NC(=S)NC(=O)c3cccc(C)c3)cc2)CC1	?	.
CC(C)(C)c1cc(Cc2ccccc2)[nH]n1	?	.
CCc1ccc(N2C(=O)Cc3c2nc(N)c(C#N)c3N)cc1	?	.
COc1ccc(N2CCN(C(=O)c3ccc(S(=O)(=O)N4CCOCC4)cc3)CC2)cc1	?	.
Cc1cccnc1NC(=O)CSc1ccc2c(c1)OCCO2	10%	-14
CC(C)CCC1(CCNC(=O)c2cccs2)CCOC(C)(C)C1 (stereo unspecified)	?	.
O=C(CSc1nc2c(oc3ccccc32)c(=O)n1CC1CCCO1)NCc1ccc(F)cc1 (stereo unspecified)	?	.
O=C(Nc1ccc2c(c1)OCO2)N1CCOCC1	24%	14
CCOc1ccc2c(c1)cc(CN(C(=O)CC)C1CCCCC1)c1nnnn12	?	.
CCOC(=O)C1CCN(C(=O)C2CC(=O)N(c3ccc(C)cc3)C2)CC1 (stereo unspecified)	-9%	1
COc1ccc(C2=NOC(COc3ccc([N+](=O)[O-])cc3)C2)cc1 (stereo unspecified)	?	.
COc1ccc(-c2[nH]c(-c3ccc(C)cc3)nc2SCC(=O)NCc2ccco2)cc1OC	?	.
COc1ccc(-c2nnc3ccc(SCC(=O)N4CCCCCC4)nn23)cc1OC	i	.
CC(=O)Nc1nc2ccccc2n1Cc1ccc(Cl)cc1	?	.
CC(=O)NC(C)C(=O)OCC(=O)Nc1ccc(Br)cc1 (stereo unspecified)	?	.
CCCCNC(=O)N1CCCC(N(C)CCc2ccc(OC)c(OC)c2)C1 (stereo unspecified)	6%	.
COc1ccc(N2CCN(CC(=O)c3ccccc3)CC2)cc1	i	8
CC(Cc1c[nH]c2ccccc12)C(=O)O (stereo unspecified)	?	.

Among those listed so far, these have sulfur.
SMILES	S3 lipid droplet	S3 lipid droplet cell count max
CCCC(=O)N1CCN(c2ccc(NC(=S)NC(=O)c3cccc(C)c3)cc2)CC1	?	.
COc1ccc(N2CCN(C(=O)c3ccc(S(=O)(=O)N4CCOCC4)cc3)CC2)cc1	?	.
Cc1cccnc1NC(=O)CSc1ccc2c(c1)OCCO2	10%	-14
CC(C)CCC1(CCNC(=O)c2cccs2)CCOC(C)(C)C1 (stereo unspecified)	?	.
O=C(CSc1nc2c(oc3ccccc32)c(=O)n1CC1CCCO1)NCc1ccc(F)cc1 (stereo unspecified)	?	.
COc1ccc(-c2[nH]c(-c3ccc(C)cc3)nc2SCC(=O)NCc2ccco2)cc1OC	?	.
COc1ccc(-c2nnc3ccc(SCC(=O)N4CCCCCC4)nn23)cc1OC	i	.

The listing picks up; the three compounds before the break are reprinted first.
SMILES	S3 lipid droplet	S3 lipid droplet cell count max
CCCCNC(=O)N1CCCC(N(C)CCc2ccc(OC)c(OC)c2)C1 (stereo unspecified)	6%	.
COc1ccc(N2CCN(CC(=O)c3ccccc3)CC2)cc1	i	8
CC(Cc1c[nH]c2ccccc12)C(=O)O (stereo unspecified)	?	.
CC(CC(=O)NCc1ccc(Cl)cc1)S(=O)(=O)c1ccc2c(c1)NC(=O)CO2 (stereo unspecified)	14%	-8
CC(=O)NCCC(=O)NCc1ccc(F)cc1	?	.
O=S(=O)(/N=C/c1c(O)ccc2ccccc12)c1ccccc1	-22%	-14
CCC(C)(C)NC(=O)CN(CC1CCCO1)C(=O)CCC(=O)Nc1nccs1 (stereo unspecified)	26%	.
CC(=O)N1C(c2ccccc2)CC(=O)OC1c1ccc2c(c1)OCO2 (stereo unspecified)	?	.
CCOC(=O)Cn1c(=O)c(C#N)cn(C(C)C)c1=O	-3%	20
O=C(N/N=C/C(Br)=C/c1ccccc1)c1ccccc1F	?	.
COc1ccc2c(c1OC)C(=O)OC2Nc1ncccc1C (stereo unspecified)	?	.
CC(NC(=O)CCC1COc2ccccc2O1)c1ccccc1 (stereo unspecified)	i	.
O=C1CN(C(=O)c2c(F)cccc2F)C(c2ccc(F)cc2)c2cc(F)ccc2N1 (stereo unspecified)	?	.
CC(=O)N1CCc2cc(S(=O)(=O)CCC(=O)O)ccc21	?	.
Cc1cc(C)cc(-n2ncc3c2CCCC3NC(=O)c2cc(C)[nH]n2)c1 (stereo unspecified)	?	.
Cn1nnc(NCc2cc(Br)ccc2OCc2cccs2)n1	?	.
COc1ccnc(CN(C)C(=O)C2CCC(=O)N(CCN(C)C)C2)c1 (stereo unspecified)	8%	-14
COc1cc(NC2=CC(=O)CC(C)(C)C2)cc(OC)c1	i	13
N#Cc1c(N2CCOCC2)nc(N2CCCCC2)c2c1CCN(C1CCCCC1)C2	i	.
Cc1ccc2c(c1)c1nnc(SCC(=O)Nc3ccccc3C(F)(F)F)nc1n2CC(=O)O	?	.
O=C(Cn1cc([N+](=O)[O-])ccc1=O)NC1CCCCC1	?	.
Cn1c2c(c(=O)n(C)c1=O)C(c1cccc([N+](=O)[O-])c1)Nc1ccccc1O2 (stereo unspecified)	?	.
COC(=O)c1[nH]c2ccc(F)cc2c1NS(=O)(=O)c1ccc(OC)cc1	?	.
CCOC(=O)N1CCC(NC(=O)CS(=O)(=O)Cc2nc(-c3ccc(C)cc3)oc2C)CC1	?	.
Cc1nc(C)n(CC(=O)N2CCCC(C(=O)c3ccc(C(F)(F)F)cc3)C2)n1 (stereo unspecified)	0%	16
Cc1ccc(C)c(OCC(=O)NCC2COc3ccccc3O2)c1 (stereo unspecified)	21%	-13
O=c1[nH]c(=S)n(-c2cccc(C(F)(F)F)c2)c(O)c1C=NCCN1CCNCC1	i	-24
Cc1ccc(NC(=O)CSc2nnc(Cc3cccn3C)n2-c2ccc(F)cc2)c(C)c1	?	.
CS(=O)(=O)N(CC(=O)NCc1ccccc1Cl)C1CCCCC1	?	.
COc1cc(COCC(O)CN2CCN(Cc3ccccc3)CC2)cc(OC)c1OC (stereo unspecified)	?	.
Cc1sc2ncnc(Sc3nnc4sc5ccccc5n34)c2c1C	14%	-4
COc1cccc(/C=C2\Sc3ccc(C(=O)NCc4cccnc4)cc3N(C)C2=O)c1	0%	-2
Cc1nnc(NC(=O)CSc2nc3c(c(=O)n2C)SC(C)C3)s1 (stereo unspecified)	15%	-4
COc1cccc(/C=N/NC(=O)c2cccc([N+](=O)[O-])c2)c1OS(=O)(=O)c1ccccc1	i	-14
COc1ccccc1C(=O)N/C(=C\c1cn(S(=O)(=O)N(C)C)c2ccccc12)C(=O)NCCN1CCOCC1	i	-7
CC(C)[C@H](NC(=O)C1CCN(S(=O)(=O)c2ccccc2)CC1)C(=O)NCc1ccc(F)cc1	1%	.
CCOC(=O)C1(Cc2ccccc2)CCN(Cc2cccn2-c2cccnc2)CC1	17%	-8
O=C(CC1NCCc2ccccc21)Nc1ccccc1Cl (stereo unspecified)	?	.
CC(=O)SC1CC(=O)N(c2c(C)cccc2C)C1=O (stereo unspecified)	0%	0
CCCn1cc(CN2CCC(n3nccc3NC(=O)CCOc3ccccc3)CC2)c(C)n1	4%	1
COc1ccc(OCCSc2nnc(CC(=O)Nc3cccc(Cl)c3Cl)n2C)cc1	i	.
CC(C)(C)CN1CCC(n2nccc2NC(=O)c2ccccc2Cl)CC1	?	.
COc1ccc(CCNC(=O)C(NC(=O)OCc2ccccc2)C(C)C)cc1OC (stereo unspecified)	4%	3
O=C(Cc1cccs1)NCc1cccc(C(F)(F)F)c1	10%	10
CC1(c2ccccc2)NC(=O)N(CC(=O)Nc2cc3c(cc2Br)OCCO3)C1=O (stereo unspecified)	?	.
COC(=O)c1ccc(COC(=O)CNC(=O)c2ccc(-c3ccccc3)cc2)cc1	?	.
Cc1ccc(CONC(=O)c2cccc(C)c2)cc1	-8%	-1
CC1CCc2nc3ccc(S(=O)(=O)N4CCC(C(=O)NCc5ccccc5Cl)CC4)cc3c(C(=O)O)c2C1 (stereo unspecified)	?	.
CCN(CC)CCOC(=O)c1ccc(N/C=C(/C#N)c2nc(-c3ccc(OC)c(OC)c3)cs2)cc1	-2%	0
O=C(c1cc(-c2cccc(O)c2)on1)N1CCc2ccccc2C1	?	.
CN(C)C(=O)c1ccc(NC(=O)c2ccccc2-c2ccccc2)cc1	-22%	3
CCOc1ccc(NC(=O)CSc2nccn(-c3ccc4c(c3)OCCO4)c2=O)cc1	?	.
Cc1ccc(N2C(=O)C(Cl)=C(N3CCN(C)CC3)C2=O)c(C)c1	-4%	-9

Later entries:
Fields: S3 lipid droplet	S3 lipid droplet cell count max
O=C(COC(=O)c1ccncc1)NCc1ccccc1
 : ?	.
CCc1ccccc1NC(=O)/C(=C/c1ccco1)c1ccccc1
 : ?	.
Cc1ccc2c(C)ccc(O)c2n1
 : ?	.
CCOC(=O)c1sc2ncnc(Nc3cccc(C(=O)O)c3)c2c1C
 : ?	.
CC1(C)CC(=O)C(C(C2=C(O)CC(C)(C)CC2=O)c2cccnc2)C(=O)C1 (stereo unspecified)
 : ?	.
COc1cc(C(C[N+](=O)[O-])c2c(-c3ccccc3)cc3ccccn23)cc(OC)c1OC (stereo unspecified)
 : ?	.
O=Cc1ccc(-n2cncn2)cc1
 : ?	.
COc1ccc(CNC(=O)C(c2cccs2)N(Cc2ccco2)C(=O)Cc2cccs2)cc1 (stereo unspecified)
 : -16%	-21
O=C(CSc1nnc(CNC(=O)c2c(F)cccc2F)o1)NCc1ccccc1Cl
 : ?	.
COc1ccc(NC2(c3ccccc3)OC(=O)c3ccccc32)cc1 (stereo unspecified)
 : 6%	7
Cc1ccc(CNC(=O)CN2C(=O)COc3ccc(S(=O)(=O)N4CCC(C)CC4)cc32)o1
 : ?	.
Cc1nc(CNC(=O)c2ccccc2OC2CCN(S(C)(=O)=O)CC2)cs1
 : 3%	3
Cc1cccc(C)c1NC(=O)C1CCN(C(=O)c2cccs2)CC1
 : ?	.
COC(=O)CC1COc2ccccc2N1C(=O)c1ccc(C(C)(C)C)cc1 (stereo unspecified)
 : 8%	12
CC1CCN(S(=O)(=O)c2nnc(NC(=O)c3cccc(Cl)c3)s2)CC1
 : -17%	7
Cn1c(N)c(C(=O)CSc2nn(-c3ccc(F)cc3)c(=S)s2)c(=O)n(C)c1=O
 : ?	.
O=C(CC(=O)NCc1ccc(Cl)cc1)NCc1ccccc1
 : ?	.
CCN1CCN(c2ccc(S(=O)(=O)N3CCCCC3)cc2NC(=O)Cc2c(Cl)cccc2Cl)CC1
 : i	14
CN1CC(=O)N2C(c3cccc([N+](=O)[O-])c3)c3[nH]c4ccccc4c3C[C@H]2C1=O (stereo partly specified)
 : ?	.
O=C(NC1CCCc2ccccc21)c1ccccc1 (stereo unspecified)
 : 22%	97
Cc1ccc(S(=O)(=O)N(CC(=O)NC2CCCCCC2)c2ccccc2F)cc1
 : i	14
CN(C)CCN=Cc1c(O)n(Cc2ccc3c(c2)OCO3)c(=O)c2ccccc12
 : ?	.
Cc1c(Cl)cccc1NC(=S)Nc1ccccn1
 : 1%	9
COc1ccc(CCNc2ccc(S(N)(=O)=O)cn2)cc1
 : i	-17
Cc1ccc(S(=O)(=O)N2[C@@H](c3ccc(F)cc3)C(C(=O)O)=CC[C@H]2c2cccs2)cc1
 : 12%	23
Cn1c(N)c(C(=O)COC(=O)C2(c3ccc(F)cc3)CCCC2)c(=O)n(C)c1=O
 : i	.
COc1ccc(C(=O)NCc2nnc(SCC(=O)c3ccccc3)o2)cc1
 : ?	.
CC(C)Sc1nc2c(cnn2-c2ccc(Cl)cc2)c(=O)[nH]1
 : 9%	8
Cc1ccnc(N2C(=O)C3C4CC(C(Br)C4Br)C3C2=O)c1 (stereo unspecified)
 : 30%	8
O=[N+]([O-])c1cccc(-c2cnc3ccccc3n2)c1
 : 0%	21
O=C(COC(=O)c1cc(S(=O)(=O)N2CCCCC2)ccc1Cl)NCc1ccco1
 : ?	.
COc1ccc(C(=O)N/C(N)=N/c2nc3ccccc3o2)cc1
 : ?	.
CC1(C)CC2CC(C)(CN2c2ncnc3ccccc23)C1 (stereo unspecified)
 : i	.
c1cc(C2CCN(Cc3nc(-c4ccc5c(c4)OCO5)no3)CC2)ccn1
 : -13%	-8
CCOC(=O)C1C(=O)NC(N2CCN(c3ccccc3)CC2)=NC1c1ccccc1 (stereo unspecified)
 : ?	.
CN1CCN(c2ccc(S(=O)(=O)N3CCCCC3)cc2NC(=O)c2ccc3ccccc3c2)CC1
 : ?	.
CCOc1cc(CNn2c(C)nnc2SCC(=O)NC(C)(C)C)ccc1OCC(=O)NC(C)(C)C
 : ?	.
Oc1ccc(-c2csc(Nc3ccccn3)n2)cc1
 : ?	.
COc1cccc(NC(=O)CCCN2C(=O)C3CC=CCC3C2=O)c1 (stereo unspecified)
 : i	15
COc1ccccc1N1CCN(/N=C/c2cccc(Cl)c2)CC1
 : -20%	20
Nc1ccc(N2CCOCC2)cc1C(F)(F)F
 : 10%	10
COc1cccc(/C=N\NC(=O)C2=NNC(=O)C2C)c1O (stereo unspecified)
 : 13%	8
